procasp7 counter: procaspase-7 activators, primary screen, counter-screen for procaspase-3 activator project, biochemical, absorbance, HTS, human. recombinant procaspase-7, Ac-DEVD-pNA absorbance 405 nm; D23A/D198A/D206A triple mutant, cannot self-cleave; scale: DMSO 0, 5 µM enzyme 100. Caspase-7 (Homo sapiens), P55210. 330,000 compounds, 0.093% hits. activation, % at 8.5 µM;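 active = percent activation above the screen-wide mean plus 3 SD, cut at about 25% in these data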
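Test system: Procaspase-7 triple mutant (PC-7 D3A). Also added: Ac-DEVD-pNA substrate, 400 µM as added. Schedule: 1 h enzyme–compound preincubation and 2 h substrate reaction, both 25 °C. Signal: p-Nitroaniline absorbance at 405 nm, read at 0 and 120 min. Control set: low DMSO alone, high DMSO plus 5 µM PC-7.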
AHR act: AHR activators, primary screen, cell-based, luminescence, luciferase reporter, human; AHR-responsive luciferase reporter cells; Aryl hydrocarbon receptor (Homo sapiens), P35869; activation, % at 5 µM; 320,000 compounds, 2.5% hits; in the data active = activation above about 47%;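 also: 0% = vehicle wells and 100% = reference agonist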
LAP4-GFP MLPCN: modulators of LAP4-GFP expression in yeast, primary screen, S. cerevisiae, multiplex flow cytometry, MLPCN library; GFP response vs DMSO, % at 10 µM; 3 h; median GFP as percent of DMSO wells; 320,000 compounds, 0.34% hits;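 active = GFP response vs DMSO above a set limit, about the screen mean plus 3 SD, cut at about 150% in these data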
ZTA DNA inh: blocks Epstein-Barr virus ZTA, an EBNA-1 counter-screen. 320,000 compounds, 0.15% hits. inhibition, % at 11 µM. ZTA-DNA binding, fluorescence polarization. P03206; in the data active = inhibition above about 33%
MEP2-GFP yeast: modulators of MEP2-GFP levels in yeast, primary screen, S. cerevisiae, multiplex flow cytometry, MLPCN library; S. cerevisiae MEP2-GFP strain, 3 h; 100% = DMSO control level; GFP response vs DMSO, % at 10 µM; 330,000 compounds, 0.51% hits;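 active = GFP response versus DMSO above a set limit, roughly screen mean plus 3 SD, cut at about 180% in these data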;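 also: median GFP fluorescence of the barcode-gated MEP2-GFP cells per well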
RPL19A TOR yeast: RPL19A-GFP expression modulators in yeast, primary screen, cell-based, S. cerevisiae, multiplex flow cytometry, MLPCN. S. cerevisiae RPL19A-GFP strain, 3 h; active compounds read low. percent response vs DMSO, % at 10 µM. 330,000 compounds, 0.3% hits;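 active = percent response vs DMSO below 50%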;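 also: median channel GFP fluorescence of the barcoded RPL19A-GFP strain; ratio of sample median GFP to plate DMSO average so 100% = DMSO; lower means less RPL19A-GFP as with rapamycin TOR inhibition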
procasp3 activ: activators of human procaspase-3 D3A mutant, primary screen, biochemical, absorbance, PC-3 D3A mutant, single concentration; Caspase-3 (Homo sapiens), P42574; recombinant procaspase-3 D3A, Ac-DEVD-pNA absorbance 405 nm; activation, % at 8.5 µM; 330,000 compounds, 0.11% hits; AID 463141, 2010;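 active = activation above the mean of all tested compounds plus 3 SD, cut at about 21% in these data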;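 also: 0% = DMSO alone and 100% = DMSO wells spiked with extra 5 µM PC-3 D3A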
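Assay system – Procaspase-3 D3A mutant · Benchmarks – DMSO low control, extra-enzyme high control · Technique – 405 nm absorbance of p-nitroaniline, reads at 0 and 120 min · Doses – 8.5 µM nominal · Measure – % activation between DMSO and enzyme-spiked controls · Also added – Ac-DEVD-pNA chromogenic peptide substrate · Schedule – 1 h compound preincubation, 2 h substrate hydrolysis at 25 °C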
EBNA-1 inh: EBNA-1 DNA-binding inhibitors, primary screen, biochemical, fluorescence polarization; inhibition, % at 14.8 µM; 300,000 compounds, 0.34% hits; in the data active = inhibition above about 28%
An asterisk follows results filed as active; nt = not tested or not shown. Rows were taken by chance (roughly 3.8% active in at least one column).

SMILES	procasp7 counter	AHR act	LAP4-GFP MLPCN	ZTA DNA inh	MEP2-GFP yeast	RPL19A TOR yeast	procasp3 activ	EBNA-1 inh
CC(=O)NN1C(=O)c2ccccc2NC1c1ccc([N+](=O)[O-])o1 (stereo not given)	5	-1	109	-6	92	90	10	5
CCOC(=O)C1(Cc2ccccc2)CCN(Cc2nccn2CC)CC1	1	0	84	-1	102	104	-2	-18
Cc1onc(-c2ccccc2Cl)c1C(=O)N1CCOC12CCCCC2	4	-2	101	17	109	96	3	15
O=C(CCN1CCN(C(=O)c2ccccc2)CC1)c1ccc(Br)cc1	-21	-3	104	-8	92	100	-24	-14
NC(=O)NC(=O)COC(=O)CC12CC3CC(CC(C3)C1)C2	8	0	110	-1	95	99	-6	-5
CCC(=O)c1c(OCc2ccccc2)ccc2c(C)cc(=O)oc12	0	3	97	14	91	100	-6	14
O/N=C/c1ccc(OCc2ccccc2)c(Cl)c1	-14	-13	119	3	101	103	-5	-1
Cc1ccc(C)c(NC(=S)NNC(=O)c2csc3c2CCC(C)C3)c1 (stereo not given)	-5	-6	116	5	103	nt	2	-4
Cc1cc(NC(=O)COC(=O)c2cccc(OCc3ccccc3)c2)no1	3	2	93	13	104	99	0	17
Cc1ccc(CN(C(=O)c2cc(=O)c3cc(C)cc(C)c3o2)C2CCS(=O)(=O)C2)cc1 (stereo not given)	12	-1	nt	0	103	104	-2	12
O=S1(=O)N=C(N(CCO)/N=C/c2ccc(Br)cc2)c2ccccc21	-11	10	96	-7	109	105	-2	32*
O=C1NC(=O)/C(=C/c2ccc(O)cc2)S1	0	11	97	-3	110	108	4	7
CCN(CC(=O)NCC1CCCO1)S(=O)(=O)c1ccc2ccccc2c1 (stereo not given)	-5	3	92	-5	100	104	5	-13
COc1cc(C2Nc3ccccc3NC3=C2C(=O)CC(C)(C)C3)cc(OC)c1OC(C)=O (stereo not given)	7	-3	90	4	103	106	6	-11
Cc1nc(NC(=O)CSc2cc(C)c3ccccc3n2)c(Cl)cc1Cl	5	10	108	-2	110	105	2	1

An excerpt of these results, with bars between the fields.
SMILES | procasp7 counter | AHR act | LAP4-GFP MLPCN | ZTA DNA inh | MEP2-GFP yeast | RPL19A TOR yeast | procasp3 activ | EBNA-1 inh
O=S1(=O)N=C(N(CCO)/N=C/c2ccc(Br)cc2)c2ccccc21 | -11 | 10 | 96 | -7 | 109 | 105 | -2 | 32*
COc1cc(C2Nc3ccccc3NC3=C2C(=O)CC(C)(C)C3)cc(OC)c1OC(C)=O (stereo not given) | 7 | -3 | 90 | 4 | 103 | 106 | 6 | -11
Cc1ccc(CN(C(=O)c2cc(=O)c3cc(C)cc(C)c3o2)C2CCS(=O)(=O)C2)cc1 (stereo not given) | 12 | -1 | nt | 0 | 103 | 104 | -2 | 12
NC(=O)NC(=O)COC(=O)CC12CC3CC(CC(C3)C1)C2 | 8 | 0 | 110 | -1 | 95 | 99 | -6 | -5
O=C(CCN1CCN(C(=O)c2ccccc2)CC1)c1ccc(Br)cc1 | -21 | -3 | 104 | -8 | 92 | 100 | -24 | -14
CC(=O)NN1C(=O)c2ccccc2NC1c1ccc([N+](=O)[O-])o1 (stereo not given) | 5 | -1 | 109 | -6 | 92 | 90 | 10 | 5
O=C1NC(=O)/C(=C/c2ccc(O)cc2)S1 | 0 | 11 | 97 | -3 | 110 | 108 | 4 | 7

Continuation:
SMILES	procasp7 counter	AHR act	LAP4-GFP MLPCN	ZTA DNA inh	MEP2-GFP yeast	RPL19A TOR yeast	procasp3 activ	EBNA-1 inh
CCOC(=O)COc1c(/C=N\O)cc(Cl)cc1OC	6	3	99	3	104	104	8	5
O=C(O)CSc1nnc2c(n1)[nH]c1ccccc12	7	6	94	12	99	99	12	14
Cc1cc(C)c(NC(=O)c2ccc(CN3CCc4ccccc4C3)cc2)c(C)c1	-5	2	92	14	94	95	0	-1
CCc1cc2c(=O)c(-c3cnn(-c4ccccc4)c3)c(C)oc2cc1OCC(=O)Nc1cccc(C)c1	8	2	98	2	108	108	1	21
O=C(COC(=O)c1cc(Cl)nc(Cl)c1)Nc1ccc(Cl)c(S(=O)(=O)N2CCOCC2)c1	11	-2	91	nt	91	94	1	nt
O=C(CN1CCCCC1)Nc1ccc(N2CCCCCC2)cc1	-5	2	106	9	95	93	-1	1
O=C(CN1C(=O)NC2(CCCCCC2)C1=O)Nc1ccc(Br)cc1Br	-2	0	106	-11	98	95	2	nt
O=c1[nH]ccc2c([N+](=O)[O-])cccc12	7	0	99	-4	104	101	-2	10
CCOC(=O)N1CCN(C(=O)CSCC(=O)N=c2sc3ccccc3n2C)CC1	-3	-1	108	-5	107	107	-1	-7
COc1ccc(NC(=O)CN2CCC(C)CC2)c([N+](=O)[O-])c1	-2	0	94	-1	100	95	-2	6
O=C(/C=N/O)Nc1ccc(F)cc1	3	1	101	5	103	81	0	3
CCn1c(=O)c(-[n+]2ccccc2)c(O)c2ccccc21	1	0	91	-2	96	100	-10	-2
COc1ccc(Cl)cc1S(=O)(=O)N1CCN=C1C	12	5	102	17	99	100	0	5
CC(C)(C)[C@@H]1C=C(C(=O)N2CCN(Cc3ccccc3)CC2)O[C@H](OCCCCO)C1	-3	-2	95	2	107	103	1	3
CS(=O)(=O)N(CC(=O)Nc1ccc2c(c1)OCCO2)Cc1ccc(Cl)cc1	-7	12	103	-16	104	102	-3	4

Next part, starting with the last 2 of the part before.
SMILES	procasp7 counter	AHR act	LAP4-GFP MLPCN	ZTA DNA inh	MEP2-GFP yeast	RPL19A TOR yeast	procasp3 activ	EBNA-1 inh
CC(C)(C)[C@@H]1C=C(C(=O)N2CCN(Cc3ccccc3)CC2)O[C@H](OCCCCO)C1	-3	-2	95	2	107	103	1	3
CS(=O)(=O)N(CC(=O)Nc1ccc2c(c1)OCCO2)Cc1ccc(Cl)cc1	-7	12	103	-16	104	102	-3	4
Cc1ccc(NC(=O)Cc2ccsc2)cc1Cl	11	-3	108	16	104	101	-5	-1
Cc1n(Cc2ccccc2)c2ccccc2[n+]1Cc1ccccc1	-5	1	88	14	101	101	-3	1
COc1ccc(N2CC(NC(=O)c3cccc4ccccc34)CC2=O)cc1OC (stereo not given)	7	-1	106	6	95	90	4	-7
Cc1ccccc1N(C)S(=O)(=O)c1nnc(NC(=O)c2ccccc2F)s1	2	0	106	-12	94	99	3	11
CCOc1ccc(S(=O)(=O)N2CCN(C(=O)c3cccn3C)CC2)cc1	-7	1	104	21	107	103	5	7
O=C(CSc1ccccc1)N1CCN(S(=O)(=O)c2cccs2)CC1	6	4	104	-9	99	105	-12	-4
CCN1CCN(c2cc(C)c3cc(NC(=S)N4CCC5(CC4)OCCO5)ccc3n2)CC1	-22	5	97	-1	100	97	-7	3
C=C(C)Cn1c(SCC(=O)N/N=C/c2cccc(O)c2)nc2ccccc2c1=O	3	5	100	-16	103	102	1	5
CCOC(=O)N1CCN(c2c(N3CCOCC3)c(=O)c2=O)CC1	5	0	88	5	87	100	7	-6
COc1cccc(NC(=O)CN(C)C(=O)c2ccccc2CCc2ccccc2)c1	6	3	99	-2	106	100	-4	-5
COc1ccc(Cl)cc1NC(=O)CSc1nnc(CN2CCOCC2)n1-c1ccc(Cl)cc1	-2	6	99	-4	102	100	1	-7
O=C(Nc1ccc(Br)cc1F)c1sccc1-n1cccc1	0	103*	105	0	105	100	-3	2
Cc1cc(C)c(C(=O)CSc2nc(C)cc(=O)[nH]2)c(C)c1	14	2	95	-8	102	96	-4	-15
CS(=O)(=O)c1ccc(-c2csc(-c3cccnc3)n2)cc1	-5	-3	86	-15	89	89	-8	-6
CC(=O)C1=C(C)OC(N)=C(C#N)C1c1cc2cc(C)c(C)cc2nc1Cl (stereo not given)	4	14	95	11	98	99	3	9

Only procasp7 counter (4 entries from above):
SMILES,procasp7 counter
CCN1CCN(c2cc(C)c3cc(NC(=S)N4CCC5(CC4)OCCO5)ccc3n2)CC1,-22
C=C(C)Cn1c(SCC(=O)N/N=C/c2cccc(O)c2)nc2ccccc2c1=O,3
CCOC(=O)N1CCN(c2c(N3CCOCC3)c(=O)c2=O)CC1,5
COc1cccc(NC(=O)CN(C)C(=O)c2ccccc2CCc2ccccc2)c1,6

The results go on:
SMILES	procasp7 counter	AHR act	LAP4-GFP MLPCN	ZTA DNA inh	MEP2-GFP yeast	RPL19A TOR yeast	procasp3 activ	EBNA-1 inh
O=C(O)c1ccccc1-c1ccccc1C(=O)Nc1ccccc1Br	-4	0	103	3	102	103	-3	5
COc1ccc(CNC(=O)C2CCCN(S(=O)(=O)N3CCC(C)CC3)C2)c(OC)c1 (stereo not given)	3	6	85	-2	92	94	-3	8
CN(/N=C/c1ccncc1)C1=NCCN1	-5	5	104	-13	114	111	-7	-5
CC(C)CCNC(=O)CSc1nc2ccsc2c(=O)n1NC(=O)c1ccccc1	6	-2	93	0	105	105	-2	4
c1ccc(C2CC(c3ccccc3)n3ncnc3N2)cc1 (stereo not given)	0	-1	96	0	97	98	7	3
O=C1CC(C(=O)Nc2ccccc2)C2(CCCC2)O1 (stereo not given)	6	-3	90	-6	91	95	-7	-12
CC(=O)CSc1nc(-c2ccccc2)c(-c2ccccc2)o1	-9	-1	98	-8	105	98	-3	7
CCC1(c2ccc(C)cc2)NC(=O)N(C(C)C(=O)Nc2ccc(N3CCOCC3)cc2)C1=O (stereo not given)	4	3	100	7	99	98	8	nt
CC1(C(=O)Nc2cccc3ccccc23)CC1(Br)Br (stereo not given)	-3	32	96	-5	81	92	-9	-1
CCCCNC(=O)COc1ccccc1C(=O)c1cc(C#N)c(=O)n(CCOC)c1	-3	8	87	11	93	100	-15	-3
O=C(O)CN1C(c2ccccc2)=Nc2ccc(Br)cc2C1c1ccccc1 (stereo not given)	-9	3	93	3	91	95	3	3
Cc1ccc(N(CC(=O)NCc2ccc3c(c2)OCO3)C(=O)CCC(=O)Nc2ccccn2)cc1	-9	5	98	-12	101	105	-2	-17
C[C@H](CO)N1C[C@H](C)[C@@H](CN(C)S(=O)(=O)c2ccc(Cl)cc2)Oc2ccc(NS(=O)(=O)c3ccccc3)cc2CC1=O	-5	-1	88	nt	98	98	1	nt
CC(=O)c1cccc(NC(=S)NC(=O)CC(C)(C)C)c1	1	11	98	-9	103	98	-10	-6
O=S(=O)(c1ccc(F)cc1)N1CCCC(CO)C1 (stereo not given)	17	1	88	-15	92	87	2	-10
